High-throughput results from PubChem.
INS-1E GSIS act – GLuc luminescence reporter in INS-1E cells, primary screen for activators of glucose-dependent secretion of insulin. INS-1E GLuc reporter insulin secretion, 2-3 h. activation, % at 16.6 µM. 0.61% of 370,000 active. AID 743287;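 active = lowest replicate activation of at least 40%, so every replicate reaches that level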;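 also: 0% = median of neutral control wells and 100% = median of IBMX positive control wells; some compounds called inactive have numbers as strong as hits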
FN deposition inh – fibronectin deposition inhibition. AH1F fibroblasts, Alexa488-fibronectin deposition fluorescence, overnight. inhibition, % at 12.6 µM. 0.086% of 350,000 active. AID 743247;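 active = mean inhibition across replicates of 30% or more, regardless of how many single replicates reach that level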;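 also: positive control wells lacked labelled fibronectin entirely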
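Assay system: AH1F fibroblasts / Quantity: 10000 cells per well / Medium: DMEM plus 2% serum, read in PBS / Reagent: labelled fibronectin 24 nM / Dosing: single dose, pinned / Times: 1 h cell attachment, overnight exposure to compound and label / Signal: fluorescence, ex 485 nm, em 525 nm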
Numbers without * were called inactive. The list is partial, so the mix of outcomes need not match the whole.

SMILES	INS-1E GSIS act	FN deposition inh
COc1ccc2c3c(n(C)c2c1)[C@H](CO)N(Cc1ccccc1OC)CC31CCN(CC2CC2)CC1	-6	-6
COc1ccc(C(CCNCc2ccc(F)cc2)c2ccc(F)cc2)cc1 (centres undefined)	-38	-8
CC(=O)Nc1cccc2c1O[C@@H](CN(C)C)[C@H](C)CN(C)C2=O	17	-6
N#CCCN(C(=O)COC(=O)c1ccc(S(=O)(=O)Nc2ccccc2)cc1)c1ccccc1	-12	-4
COc1ccc(C[C@@H]2CCn3cc(nn3)COC[C@@H](C)NC2=O)cc1	0	0
Cc1c([N+](=O)[O-])c([N+](=O)[O-])nn1CC(=O)NCCc1ccccc1	-8	4
CCn1c(SCC(=O)N=Nc2c(O)[nH]c3ccccc23)nc2ccccc21	14	-3
Cc1c(NC(=O)CCCCCN2C(=O)c3ccccc3C2=O)c(=O)n(-c2ccccc2)n1C	-7	-11
Cc1cccc(C)c1NC(=O)C(=O)NCCCN1CCOCC1	0	-7
Cc1nc(N2CCOCC2)nc(OC(C)C)c1[N+](=O)[O-]	7	1
O=C(CCN1C(=O)C2C3C=CC(C4CC34)C2C1=O)Oc1ccc(Br)cc1 (centres undefined)	14	3
COC(=O)c1c(C)oc2ccc(N(C(=O)c3ccncc3)S(=O)(=O)c3ccc(C)cc3C)cc12	-18	2
Fc1ccccc1-c1nc(N2CCCCC2)c2ccccc2n1	-24	3
O=C1/C(=N\O)Cc2ccccc21	2	-9
C=CCNC(=O)NC(=O)COn1nnc2ccc(S(=O)(=O)N(C)C)cc21	-2	4
c1ccc(-c2ccnc3nc(-n4cccc4)nn23)cc1	8	-2
COCCn1c(-c2ccc(Cl)cc2Cl)nc2c(c(=O)c3ccccc3n2C)c1=O	31	-1
COc1ccc(C2=NN(C(=O)c3ccc(Cl)c([N+](=O)[O-])c3)C(c3ccccc3)C2)cc1 (centres undefined)	0	-2
COc1ccc(C#Cc2cccc(-c3nc(C(=O)N4CCN(Cc5ccccc5)CC4)cc4c3[C@H](CCO)N(S(=O)C(C)(C)C)C4)c2)cc1OC (some centres undefined)	1	-3
CSCC(=O)N1CCCC(C(=O)c2cc(F)ccc2F)C1 (centres undefined)	14	-3
COc1ccccc1OCCN1CSC(=S)N(C)C1	4	-4
N#CC1=C(N)Nc2nc3ccccc3n2C1c1ccc(F)cc1 (centres undefined)	31	7
CC(C)NC(=O)N(C)C[C@@H]1Oc2ccc(N(C)C)cc2C(=O)N(C)C[C@H]1C	-5	8
CC(=O)Nc1c(C)ccc(CNC(=O)COc2ccc(F)cc2)c1C	4	-7
COc1ccc2c3c(n(C)c2c1)[C@@H](CO)N(C)CC31CCN(C(=O)CN2CCOCC2)CC1	4	4
CC(=O)Nc1ccc2c(c1)CC(=O)N(C)C[C@H](C)[C@@H](CN(C)C(=O)NC(C)C)O2	1	2
CCONC(=O)Nc1ccccc1	10	-6
CCCC(=Nc1ccccc1OC)C1=C(O)CC(c2ccccc2)CC1=O (centres undefined)	-19	5
Cc1c(-c2ccccc2)oc2c(C(=O)N3CCN(c4ccc([N+](=O)[O-])cc4)CC3)cccc2c1=O	-5	10
CCC1=NN2C(=N)/C(=C/c3c(C)nn(-c4ccccc4)c3Cl)C(=O)N=C2S1	-3	0
O=C(Nc1cccc(S(=O)(=O)N2CCOCC2)c1)c1ccc(N2CCOCC2)c([N+](=O)[O-])c1	-2	4
COc1ccc(/C=N/NC(=O)c2cc(-c3ccccc3OC(C)C)nc3ccccc23)cc1CN1CCOCC1	-35	-2
CC1=NN(C(=O)c2csc(C)c2C)C(O)(C(F)(F)F)C1 (centres undefined)	8	-6
Cc1nc(Cl)sc1C(=O)Nc1ccccc1	17	4
CCCCn1c(O)c(N=NC(=O)c2ccccc2NS(=O)(=O)c2cccs2)c2ccccc21	38	-1
NS(=O)(=O)c1ccc(NC(=S)NCc2ccccc2Cl)cc1	10	3
COc1ccc(C[C@@H]2CCn3nncc3COC[C@@H](c3ccccc3)NC2=O)cc1	6	7
CCN(CC)Cc1cc(NC2=NS(=O)(=O)c3ccccc32)ccc1OC(=O)c1ccccc1	11	-2
COc1cccc(NC(=O)C[C@H]2CC[C@H]3[C@@H](COc4ccc(NC(=O)C5CCC5)cc4C(=O)N3C)O2)c1	0	0
CCOC(=O)C1=C(C)Nc2ccccc2N=C1NC(=O)Cc1ccc(Cl)c(Cl)c1	3	-1
Cc1c(C(=O)N2CCc3ccccc3C2)oc2ccc(S(=O)(=O)N3CCCCCC3)cc12	-12	7
Cc1ccc(NC(=O)C[C@H]2CC[C@H]3[C@@H](COc4ccc(NC(=O)c5ccc(F)cc5)cc4C(=O)N3C)O2)cc1	-5	0
CCc1cccc(C)c1NC(=O)CSc1nc(-c2ccccc2F)nc2nc[nH]c12	4	-1
COCCCNC(=O)CN1C(=O)/C(=C\c2ccc(C)cc2)Sc2ccccc21	-6	-6
COc1ccc(C=O)cc1OS(=O)(=O)c1ccc(NC(C)=O)cc1	-5	1

Sorted by SMILES length (largest number first): some entries from above.
SMILES	INS-1E GSIS act	FN deposition inh
O=C(Nc1cccc(S(=O)(=O)N2CCOCC2)c1)c1ccc(N2CCOCC2)c([N+](=O)[O-])c1	-2	4
COCCCNC(=O)CN1C(=O)/C(=C\c2ccc(C)cc2)Sc2ccccc21	-6	-6
CC1=NN(C(=O)c2csc(C)c2C)C(O)(C(F)(F)F)C1 (centres undefined)	8	-6

(next part)
SMILES	INS-1E GSIS act	FN deposition inh
C[C@H]1CC=CC[C@H](c2cccc(Cl)c2)NC(=O)[C@@H](Cc2ccccc2)N(C)C(=O)c2ccccc2O1 (mixture of isomers)	-13	0
CCS(=O)(=O)N1CC2(CN(C(=O)NC(C)C)[C@@H](CO)c3c2c2ccc(OC)cc2n3C)C1	19	0
Cc1ccc(CSCCNS(=O)(=O)c2ccccc2)cc1	-1	-1
CC(C)(C)c1cc(C(C)(C)C)n(-c2ccccc2)n1	9	3
CC(=O)Nc1cccc(NC(=O)c2cc3ccccc3o2)c1	10	-1
COc1ccc(/C=C/C(=O)NC(=S)NNC(=O)c2cccnc2)cc1	1	8
CC1CCCN(CCCOc2ccc([N+](=O)[O-])cc2)C1 (centres undefined)	21	-2
Cc1ccc(OCCn2c3ccccc3n3nc(C)c(=O)nc23)cc1	4	0
CC(=O)NCC(=O)OCc1ccc([N+](=O)[O-])cc1	20	8
CCN(CC)S(=O)(=O)c1ccc(N2CCCCC2)c(NC(=O)/C=C/c2cc(OC)c(OC)c(OC)c2)c1	2	-7
Nc1nc(SC2c3cccc4cccc(c34)C2NS(=O)(=O)c2ccccc2)n[nH]1 (centres undefined)	-4	-1
CN1C(N)=NC(=O)/C1=C/c1ccccc1F	3	18
Cc1ccccc1C(=O)Oc1ccccc1N1C(=O)C2CC=CCC2C1=O (centres undefined)	4	-13
COc1cc2c(cc1NC(=O)c1cc(-c3ccncc3)nc3ccccc13)oc1ccccc12	31	13
Cc1nnc(SCC(=O)c2ccccc2)n1Cc1ccccc1	9	-4
CC(C)(C)CC(=O)NCCCCCCNC(=O)CC(C)(C)C	5	-6
c1ccc(CN2CCCC3(CCCN(Cc4nc(COc5ccccc5)no4)C3)C2)cc1 (centres undefined)	-18	-11
CC(=O)N1[C@H](CN(CC(C)C)C(=O)c2ccccn2)[C@H](c2ccccc2)[C@@H]1CO	-3	-16
COc1ccc(N=Nc2[nH]c3ccc(C)cc3c2O)cc1	-17	-1
CCCCCCNC(=O)Cc1nc2nc(C)cc(C)n2n1	18	3
COc1ccc(C[C@H]2CCc3cnnn3COCCNC2=O)cc1	2	-9
Cc1ccc(-n2ncc3c(NCCCN4CCCC4=O)ncnc32)c(C)c1	3	3
O=C(CC(Nc1ccc(F)cc1)c1ccccc1)c1ccccc1 (centres undefined)	-2	4
O=C(Oc1cccc(NC(=O)c2cccs2)c1)c1cccc(S(=O)(=O)N2CCCC2)c1	-27	1
CC(=O)Nc1ccc(Cl)cc1C1COC(=O)C1=N (centres undefined)	-3	1
c1ncn(C23CC4CC(CC(C4)C2)C3)n1	26	1
COc1cnc(-c2ccccn2)[nH]c1=O	-2	3
CCOc1cccc(C(=O)NCc2ccccc2)c1	-5	-13
Cc1ccc(OCC(=O)Nc2ccc3c(c2)OCO3)c([N+](=O)[O-])n1	4	1
C[C@@H]1CN(C)C(=O)Cc2ccccc2O[C@@H]1CN(C)S(C)(=O)=O	11	12
Cc1ccc(NC(=O)c2cn(CCC#N)nc2-c2cccs2)c([N+](=O)[O-])c1	-3	2
CCc1ccc(OCCNC(=O)OCc2ccccc2)cc1	5	-6
O=C1CN(C(=O)COC(=O)c2cccc(OCc3ccccc3)c2)c2ccccc2N1	-4	-3
C=CCc1c(C)nc(-c2ccccc2)nc1N/N=C/c1ccccc1	-15	-1
O=C1/C(=C\c2ccco2)SC(=S)N1c1ccccc1	-16	-6
COc1cc(C)c(NC(=S)Nc2ccc(Cl)c(Cl)c2)cc1OC	3	-12
Cc1nn(-c2ccccc2)c(/N=C/c2ccccc2O)c1-c1ccccc1	9	4
Cc1cccc(NC(=O)CSc2nc3[nH]ncc3c(=O)[nH]2)c1C	-1	-1
CC(C)NC(=O)N(C)C[C@H]1Oc2c(N)cccc2C(=O)N(C)C[C@H]1C	6	-9
COc1ccc(NC(=S)NNC(=O)c2cccs2)cc1	1	1
CCCCOc1cccc(OCC(=O)Nc2nc3ccccc3[nH]2)c1	-24	-6
Cc1ccc(SCC(=O)c2c(C)[nH]c3ccccc23)cc1	-2	10
O=C(CCSCc1cccc(Cl)c1)NCCc1ccc(Cl)cc1	-27	-3
COc1ccc(CCNC(=S)Nc2cccc3ccccc23)cc1	-2	4
COc1cccc(S(=O)(=O)Nc2ccc(C(=O)Nc3ccncc3)cc2)c1	13	-1

An excerpt of these results, with bars between the fields:
Compound | INS-1E GSIS act | FN deposition inh
CCc1ccc(OCCNC(=O)OCc2ccccc2)cc1 | 5 | -6
O=C1CN(C(=O)COC(=O)c2cccc(OCc3ccccc3)c2)c2ccccc2N1 | -4 | -3
C=CCc1c(C)nc(-c2ccccc2)nc1N/N=C/c1ccccc1 | -15 | -1
O=C1/C(=C\c2ccco2)SC(=S)N1c1ccccc1 | -16 | -6
COc1cc(C)c(NC(=S)Nc2ccc(Cl)c(Cl)c2)cc1OC | 3 | -12
Cc1nn(-c2ccccc2)c(/N=C/c2ccccc2O)c1-c1ccccc1 | 9 | 4
Cc1cccc(NC(=O)CSc2nc3[nH]ncc3c(=O)[nH]2)c1C | -1 | -1
CC(C)NC(=O)N(C)C[C@H]1Oc2c(N)cccc2C(=O)N(C)C[C@H]1C | 6 | -9
COc1ccc(NC(=S)NNC(=O)c2cccs2)cc1 | 1 | 1
CCCCOc1cccc(OCC(=O)Nc2nc3ccccc3[nH]2)c1 | -24 | -6
Cc1ccc(SCC(=O)c2c(C)[nH]c3ccccc23)cc1 | -2 | 10
O=C(CCSCc1cccc(Cl)c1)NCCc1ccc(Cl)cc1 | -27 | -3
COc1ccc(CCNC(=S)Nc2cccc3ccccc23)cc1 | -2 | 4
COc1cccc(S(=O)(=O)Nc2ccc(C(=O)Nc3ccncc3)cc2)c1 | 13 | -1

More structures:
SMILES	INS-1E GSIS act	FN deposition inh
Cc1csc(NC(=O)/C=C/c2ccc(C)o2)n1	7	-4
CCCCN(C)CCC(=O)Nc1ccc(Cl)cc1	-14	5
O=c1[nH]c(=O)n(Cc2ccccc2)c2nc(-c3ccc(Oc4ccc(F)cc4)c([N+](=O)[O-])c3)n(CCO)c12	0	0
CCCCc1n[nH]c(=S)n1Cc1ccc(C)cc1	20	-2
O=C(N/N=C/c1c(O)ccc2ccccc12)c1[nH]ncc1Br	-13	-3
C[C@@H]1CC(=O)N[C@@H](c2ccccc2)C/C=C\C[C@H](c2ccc3c(c2)OCO3)NC1=O	-1	-18
COc1ccc(C(C[N+](=O)[O-])c2c(C)[nH]c3ccccc23)cc1OC (centres undefined)	25	11
Cc1cccc(OCCCC(=O)NCCc2ccccc2)c1	-20	4
O=C(COc1ccccc1F)NNC(=O)c1ccc(N2CCCCC2)c([N+](=O)[O-])c1	-35	2
COc1ccc2c3c(n(C)c2c1)[C@@H](CO)N(C(=O)Nc1ccc(F)cc1)CC31CCN(C(=O)Nc2ccc(F)cc2F)CC1	4	-7
CCOC(=O)NC(Nc1ccc(OC)cc1)(C(F)(F)F)C(F)(F)F	-2	-1
CC(C)(C)c1ccc(C(=O)NNC(=O)c2cccc(Br)c2)cc1	5	24
Cc1ccc2c(Cn3cc(C(F)(F)F)cc(Cl)c3=O)cc(=O)oc2c1	2	-2
Clc1ncnc2scc(-c3ccc(Br)cc3)c12	3	-4
CN(CC(=O)Nc1ccc(Cl)c(C(F)(F)F)c1)C(=O)/C=C/c1ccco1	-11	0
CC(=O)N(C)C[C@@H]1Oc2ccc(NC(=O)NC(C)C)cc2CC(=O)N(C)C[C@@H]1C	8	8
CCc1ccc(Nc2nnc(SCC(=O)NC(=O)c3cccn3C)s2)cc1	21	1
O=C(CSc1n[nH]c(-c2cc(Cl)ccc2Cl)n1)NCCN1C(=O)CSC1=O	13	-2
O=C(CN1CCN(Cc2ccccc2)CC1)Nc1ccc([N+](=O)[O-])cc1C(=O)Nc1ccccc1F	-21	-7
CN(C#N)c1nc(Cl)nc(Nc2cccc(Cl)c2)n1	-6	-4
CCNC(=O)c1cc(Cl)ccc1OC	28	5
O=C(Nc1ccccc1C(=O)NCc1cccnc1)c1ccc(Cl)cc1Cl	-4	6
Cc1ccc(CNC(=O)COc2ccc(C(=O)c3ccc(F)cc3)cc2)cc1	-10	3
COc1ccc(C)cc1N(C(=O)c1ccccc1)c1nc2ccccc2s1	-23	-7
O=C(Nc1ccccc1N1CCOCC1)C1CCN(S(=O)(=O)c2cccc(C(F)(F)F)c2)CC1	-17	-4
CCN(C(=O)c1ccnn1C)c1ccccc1	21	1
